Screening results (PubChem BioAssay)
Tau fluor cs: counter-screen for tau fibril formation inhibitors | actives 0.93% (n = 280,000) | tau K18 P301L Alexa594 fluorescence, heparin fibrillization | Potency, µM (series often up to 57.7 µM), inactives show top-dose activity change, negative = decrease | AID 1463; further: on the % scale 0 is the no-effect control and ±100 the full control effect; nearly all actives have a fitted effect of over 55% in size
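Human tau K18 P301L (15 uM unlabeled, 0.24 uM Alexa 594-labeled) in 100 mM sodium acetate pH 7 with 20 uM heparin, 6 hr at 37 C. ThT 30 uM added, 1 hr ambient; Alexa 594 FP and total fluorescence read at 555/632 nm.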
Tau FP inhib: tau fibrillization inhibition (FP) | P10636 | K18 P301L tau heparin fibrillization, Alexa594 FP, 6 h | Potency, µM (highest dose often 57.7 µM), for inactives: at the highest dose activity, negative = inhibition, hits mostly inhibitors | actives 0.39% (n = 280,000) | AID 1468; further: on the % scale 0 is the no-effect control and ±100 the full control effect; nearly all actives have a fitted effect of over 55% in size
Target sequence (P10636 561-689 P618L limits assumed): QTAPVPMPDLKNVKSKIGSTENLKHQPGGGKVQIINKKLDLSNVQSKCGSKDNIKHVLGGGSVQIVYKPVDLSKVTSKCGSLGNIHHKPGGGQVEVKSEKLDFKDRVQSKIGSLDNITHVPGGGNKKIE
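Steps: dispense K18 P301L tau (15 uM plus 0.24 uM Alexa 594 tracer, final) in pH 7 sodium acetate; add compound; add heparin (20 uM final); incubate 6 hr, 37 C; add ThT (30 uM final); after 1 hr ambient, read FP.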
SMN2 splice up: increases expression of the SMN2 splice variant; HEK293 SMN2-luciferase splicing reporter, luminescence, 30-36 h; Potency, µM (top dose mostly 46.1 µM), for the others: at the highest dose activity change, positive = activation, most hits filed as activators; actives 2.8% (n = 210,000); AID 1458; further: % of control where 0% means no effect; nearly all actives have a fitted effect of over 55% in size
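HEK293 cells carry an SMN2 […]–luciferase reporter in which exon 7 inclusion puts luciferase in frame. Cells were plated 10-12 h before compound addition, then incubated 30-36 h at 37C. ONE-Glo luminescence was read; sodium butyrate at 4.5 mM final served as control.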
HttQ103 aggreg: mutant huntingtin aggregation inhibition | AID 1688 | PC12 HttQ103-GFP aggregates, Acumen cytometry, 40 h | actives 1.1% (n = 220,000) | Potency, µM (doses to about 46.1 µM), without a hit: top-dose activity change, negative = inhibition, most hits filed as inhibitors; further: on the % scale 0 is the no-effect control and ±100 the full control effect; nearly all actives have a fitted effect of over 60% in size
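PC12 cells with ecdysone-inducible HTT exon1 Q103-GFP, induced by 100 nM tebufenozide, given compounds in a concentration series. GFP aggregates (1–25 um, 6 SD above background) counted in lysates by laser-scanning cytometry, 488 nm excitation.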
KDM4E inh: blocks human JMJD2E demethylase activity; B2RXH2; JMJD2E catalytic domain, FDH-coupled NADH fluorescence (FDH is formaldehyde dehydrogenase); Potency, µM (top dose mostly 57.1 µM), for inactives: top-dose activity change, negative = inhibition, hits mostly inhibitors; actives 1.6% (n = 230,000); AID 2147; active means well fitted inhibition curve with a large enough effect, not every such curve was filed as active; inconclusive means small, poorly fitted or top-dose-only effect, or another doubt; inactive means no such curve, though single readings can be large or run the other way;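 further: 0% = wells with enzyme and -100% = buffer wells without enzyme; nearly all actives have a fitted effect of over 50% in size; many of its hits are not listed in these tables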
Target sequence (B2RXH2 1-337 limits assumed): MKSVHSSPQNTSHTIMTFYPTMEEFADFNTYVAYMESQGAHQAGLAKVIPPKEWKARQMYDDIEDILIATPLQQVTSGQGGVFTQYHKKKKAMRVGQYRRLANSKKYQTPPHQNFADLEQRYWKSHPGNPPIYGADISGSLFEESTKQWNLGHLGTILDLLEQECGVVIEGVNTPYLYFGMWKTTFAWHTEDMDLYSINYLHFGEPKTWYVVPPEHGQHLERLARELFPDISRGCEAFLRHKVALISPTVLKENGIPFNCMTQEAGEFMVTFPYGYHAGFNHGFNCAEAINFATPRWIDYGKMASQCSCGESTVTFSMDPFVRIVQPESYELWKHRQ
Tau fibril ThT: blocks human tau fibril formation measured by thioflavin T; P10636; recombinant tau K18 P301L (four-repeat tau fragment), heparin-induced fibrillization, ThT fluorescence; actives 2.1% (n = 270,000); AID 1460; Potency, µM (doses to about 57.4 µM), inactives show at the highest dose activity, negative = inhibition, hits mostly inhibitors; further: on the % scale 0 is the no-effect control and ±100 the full control effect; nearly all actives have a fitted effect of over 55% in size
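K18 P301L tau (15 uM + 0.24 uM Alexa 594-tagged), heparin 20 uM, NaOAc pH 7, 6 h 37 C; ThT 30 uM, 1 h RT, ex 450/em 510 nm.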
ALDH1A1 block: inhibitors of human aldehyde dehydrogenase 1A1; P00352; Purified ALDH1A1, NADH fluorescence, propionaldehyde substrate; Potency, µM (titrated, usually from 75.3 µM), for the others: top-dose activity, negative = inhibition, usual class: inhibitors; actives 7.3% (n = 220,000); AID 1030; active means well fitted inhibition curve with a large enough effect, not every such curve was filed as active; inconclusive means small, poorly fitted or top-dose-only effect, or another doubt; inactive means no such curve, though single readings can be large or run the other way;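 further: plate controls were no enzyme wells and a reference inhibitor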
Target sequence (P00352 whole entry, looked up): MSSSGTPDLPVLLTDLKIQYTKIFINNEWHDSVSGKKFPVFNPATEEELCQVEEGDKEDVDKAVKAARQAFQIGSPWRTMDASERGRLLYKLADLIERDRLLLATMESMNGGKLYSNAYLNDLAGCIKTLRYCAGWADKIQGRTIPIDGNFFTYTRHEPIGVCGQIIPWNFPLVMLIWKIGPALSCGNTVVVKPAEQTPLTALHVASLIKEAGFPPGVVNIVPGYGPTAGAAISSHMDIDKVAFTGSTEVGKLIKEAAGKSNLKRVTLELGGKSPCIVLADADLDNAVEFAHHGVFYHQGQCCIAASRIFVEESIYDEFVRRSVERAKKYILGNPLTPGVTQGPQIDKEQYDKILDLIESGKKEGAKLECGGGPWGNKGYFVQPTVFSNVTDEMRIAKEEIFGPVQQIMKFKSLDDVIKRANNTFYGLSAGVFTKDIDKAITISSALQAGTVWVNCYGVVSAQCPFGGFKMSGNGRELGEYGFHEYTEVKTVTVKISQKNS
HTT ATP protect: Huntington cell model cytoprotection by ATP luminescence | PC12 HTT-Q103 induced, cytoprotection, ATP luminescence, 40 h | Potency, µM (highest dose often 56.4 µM), inactives show cytoprotection (ATP increase), hits mostly activators | actives 0.14% (n = 230,000);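 further: % of control where 0% means no effect; nearly all actives have a fitted effect of over 45% in size; toxic huntingtin expression switched on by the ecdysone agonist tebufenozide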
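ATP quantification (ATPlite) reports survival of PC12 cells in which tebufenozide, 100 nM final, switches on Htt exon 1 with 103 glutamines linked to GFP; compounds are titrated.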
* marks the source's active call; other numbers are inactive results; u = inconclusive; x = not tested or not shown; [ ] = another dose, or the depositor's remark. Unless noted, the call rests on the fitted dose curve; in most records, active means well fitted curve in the direction sought with a large enough effect; inconclusive means small, poorly fitted or top-dose-only effect, or another doubt; inactive means no such curve, though single readings can be large; an effect the other way counts as inactive or inconclusive. Potency means the concentration at half of the fitted maximal effect.

SMILES	Tau fluor cs	Tau FP inhib	SMN2 splice up	HttQ103 aggreg	KDM4E inh	Tau fibril ThT	ALDH1A1 block	HTT ATP protect
COc1cc(/C=C/C(=O)c2c(O)ccc3c(C)cc(=O)oc23)ccc1O	-21%	-3%	-11%	-25%	-10%	16µM*	-3%	-13%
COc1ccc(CNC(=O)CSc2nnnn2Cc2ccccc2)cc1	-7%	-1%	4%	-2%	-11%	-6%	u	-8%
CC(=O)Oc1cc2oc(=O)cc(C)c2cc1OC(C)=O	-19%	-16%	u	-28%	u	u	u	12%
COc1cc(-c2nc3ccccn3c2/N=C/c2cc(OC)c(O)cc2Cl)ccc1O	u	u	x	0%	u	14µM*	u	-22%
Cc1cc(C)nc(SCCn2c(N3CCOCC3)nc3c2c(=O)[nH]c(=O)n3C)n1	-2%	1%	-12%	21%	1%	-5%	0%	-7%
Cc1cccc(Cc2c(C)nc3nc(SCC(=O)NCc4ccccc4)nn3c2C)c1	-8%	4%	-28%	x	x	-16%	x	x
Cn1c(=O)[nH]c(=O)c2c1ncn2CCCc1ccccc1	-7%	2%	-5%	-9%	u	-8%	11%	-28%[10 µM]
CO[C@H]1C=CO[C@@]2(C)Oc3c(C)c(O)c4c(O)c(c5c(c4c3C2=O)NC2(CCN(CC(C)C)CC2)N=5)=NC(=O)C(C)=CC=C[C@H](C)[C@H](O)[C@@H](C)[C@@H](O)[C@@H](C)[C@H](OC(C)=O)[C@@H]1C	-20%	-12%	x	x	-6%	u	x	x
CCCn1c(O)c(CN2CCCCC2)c(C)c(C#N)c1=O	-19%	u	5%	18%	u	u	u	5%
Cc1nc(CCNC(=O)CC2C(=O)NCCN2Cc2ccccc2F)sc1C (stereo unspecified)	-15%	-11%	x	-9%[9.22 µM]	-5%	-15%	x	11%[10 µM]
COc1ccc(CNc2ccc(S(N)(=O)=O)cc2)c(OC)c1OC	-4%	2%	-10%	-15%	u	-3%	13%	5%
CCOc1ccc(-c2cc(N)n(S(=O)(=O)c3ccc(OC)c(OC)c3)n2)cc1	u	-11%	-14%	-13%	0%	-9%	u	-10%
COC(=O)C1=NN[C@H](C(=O)OC(C)(C)C)[C@H]1c1ccccc1	-13%	-2%	-5%	15%	0%	-17%	5%	x
COc1ccc(N2C(=O)CC(N3CCC(O)(c4ccc(Br)cc4)CC3)C2=O)cc1 (stereo unspecified)	-6%	-11%	-11%	-7%	10%	-3%	2%	-15%
COc1ccc(-n2c(SC(C)C(=O)Nc3ncc(Cl)cc3Cl)nc3ccccc32)cc1 (stereo unspecified)	-19%	-15%	u	-9%	u	u	u	-38%[10 µM]
CCOC(=O)c1c(NC(=O)COC(=O)Cn2cnc3ccccc32)sc2c1CCC(C)C2 (stereo unspecified)	-16%	4%	-18%	5%	-25%	-14%	7.9µM*	6%[10 µM]
Cc1ccc2[nH]c(C(=O)NN=C3CCCCC3)c(-c3ccccc3)c2c1	u	-3%	-11%	u	8%	u	1.4µM*	-84%[inhibitor][10 µM]
O=C(Nc1cccc(S(=O)(=O)N2CCCCCC2)c1)c1cc(=O)c2ccccc2o1	14µM*[quencher]	u	-57%[inhibitor]	20µM*	-27%	-9%	11µM*	-39%[inhibitor]
COc1ccc(S(=O)(=O)Nc2ccc(NC(C)=O)cc2)cc1Br	-11%	3%	8%	-1%	1%	-2%	-4%	x
Cc1cc([N+](=O)[O-])cc2c1-c1ncccc1C2=Nc1ccccc1	-19%	4%	-3%[1.84 µM]	-9%	13%	-19%	0%	-8%[10 µM]
COCC(C)Nc1nc(C)c(C(C)=O)s1 (stereo unspecified)	3%	0%	-2%	-14%	-4%	-5%	-1%	-15%
CCOC(=O)Cc1csc(NC(=O)CSc2cc(Cl)ccc2Cl)n1	-24%	-3%	u	-1%	5%	-14%	-9%	23%[10 µM]
COC(=O)C1C(O)=C(C(C)=N)C(=O)CC1(C)C (stereo unspecified)	-1%	-2%	-17%	-5%	4%	-10%	11%	10%
Cc1cccc(OCc2nnc3n2CCCCC3)c1	8%	2%	8%	-10%	6%	3%	10%	-10%[10 µM]
Cc1ccc(C(=O)Nc2ccc(OCc3cc(=O)n4c(C)csc4n3)cc2)cc1	-15%	-10%	-4%	x	x	u	x	x
CCOC(=O)c1c(NC(N)=O)sc(C)c1C	-7%	-9%	2%	-2%	-2%	-5%	-12%	1%
Cc1c[n+](C)ccc1CC1C([N+](=O)[O-])=C[N-]c2ncnn21 (stereo unspecified)	4%	3%	0%	6%	4%	-2%	-8%	-3%
CC(=O)N(Cc1cccs1)Cc1cc2cc(C)c(C)cc2nc1Cl	-13%	1%	-13%	u	-22%	12%	-7%	-9%
Cc1ccc(S(=O)(=O)n2ccc(-c3cccc(OCc4c(F)cccc4Cl)c3)n2)cc1	-5%	u	-25%	-9%	2%	6%	2%	-40%[inhibitor]
COc1cccc(-c2cncnc2-n2ccnc2)c1	-13%	-2%	18%	x	u	u	u	-10%

Reprinted at random: two entries already listed, in no set order.
SMILES	Tau fluor cs	Tau FP inhib	SMN2 splice up	HttQ103 aggreg	KDM4E inh	Tau fibril ThT	ALDH1A1 block	HTT ATP protect
CCOC(=O)c1c(NC(N)=O)sc(C)c1C	-7%	-9%	2%	-2%	-2%	-5%	-12%	1%
Cc1cc([N+](=O)[O-])cc2c1-c1ncccc1C2=Nc1ccccc1	-19%	4%	-3%[1.84 µM]	-9%	13%	-19%	0%	-8%[10 µM]

Next section
SMILES	Tau fluor cs	Tau FP inhib	SMN2 splice up	HttQ103 aggreg	KDM4E inh	Tau fibril ThT	ALDH1A1 block	HTT ATP protect
O=C(NC(=S)NCC1CCCO1)c1ccc(Cl)cc1Cl (stereo unspecified)	-3%	-4%	17%	10%	8%	-3%	-9%	19%[0.074 µM]
Cc1cccc(NC(=S)N(CCN(C)C)Cc2cc3cc(C)ccc3[nH]c2=O)c1	-26%	-18%	x	-4%[9.22 µM]	u	u	u	0%[10 µM]
S=c1[nH]nc(-c2cc(-c3ccccc3)n[nH]2)n1/N=C/C=C/c1ccccc1	-27%	-11%	x	9%[9.22 µM]	10%	u	u	-3%[10 µM]
O=C(/C=C/NCc1cccnc1)C(F)(F)C(F)(F)F	0%	-5%	-18%	-14%	-2%	1%	4%	-5%[10 µM]
Cc1cc(N2CCCCC2)nc2ccc(NC(=O)/C=C/c3ccccc3OC(C)C)cc12	7.1µM*[quencher]	13%	7%	x	x	u	x	x
CCc1c(C)nc(N)c(C#N)c1-c1ccccc1	8%	6%	-7%	3%[9.22 µM]	39%[activator]	2%	-8%	23%[10 µM]
C/C(=N/OC(=O)c1ccc(F)cc1)c1ccc(C)cc1	-5%	1%	-6%	3%	2%	-17%	3%	16%
Cc1cc(=O)n2[nH]c(-c3ccc(F)cc3)cc2n1	-11%	-11%	25%	7%	u	u	u	-43%[10 µM]
CC(=O)c1c(C)oc2ccc(N(C(=O)Oc3ccccc3)S(=O)(=O)c3ccc(Br)cc3)cc12	-6%	3%	-3%	x	x	1%	x	x
CC(C)Cc1cc(C(=O)Nc2sc3c(c2C#N)CCC3)no1	-27%	8%	-6%	-18%	51%[activator]	u	22µM*	-4%
CC(C)(C)Nc1nc(OCC#N)nc(N2CCCCC2)n1	-5%	1%	x	-8%[9.22 µM]	2%	0%	18µM*	-16%[10 µM]
COc1ccccc1/C=C/C(=O)c1c2c(c(C)[nH]c1=O)CCCC2	-14%	6%	-54%[inhibitor]	-29%	-22%	u	-6%	u
Cc1ccc(NC(=O)CSc2nc(-c3ccco3)cc(C(F)(F)F)n2)c(C)c1	-14%	-11%	-4%	x	x	-9%	x	x
CC1CCCN(C(=O)C(C)Nc2cc(Cl)ccc2N2CCOCC2)C1 (stereo unspecified)	-16%	7%	11%	-9%	-25%	u	10µM*	-63%[inhibitor]
CN1CCN(CC(=O)Nc2sc3c(c2C#N)CCC(C(C)(C)C)C3)CC1 (stereo unspecified)	-8%	3%	-6%	-24%	6%	-12%	7%	18%
COc1ccc(NC(=O)CN2CCN(c3ccc(F)cc3)CC2)cc1Cl	u	1%	-10%	2%	-3%	-14%	-6%	-2%
CSc1ccccc1NC(=O)Nc1ccc(Cl)cc1	u	u	-31%[inhibitor]	-12%	1%	-13%	-1%	-32%
Cc1ccc2oc(-c3ccc(NC(=O)CCC(=O)O)cc3)nc2c1	-7%	-6%	11µM*	x	x	-7%	x	x
C/C(Cn1nnc([N+](=O)[O-])n1)=N\NC(=O)c1ccc(O)cc1	-8%	-3%	x	-18%[9.22 µM]	3%	x	x	0%[10 µM]
COc1ccc(-c2nnc3n2C(C)(C)Cc2cc(OC)c(OC)cc2-3)cc1	-5%	4%	6%	18%	u	-7%	2%	-25%
CS(=O)(=O)N1N=C(c2ccc(Cl)cc2)CC1c1cccs1 (stereo unspecified)	-19%	-7%	-29%	2%[9.22 µM]	-1%	-18%	u	1%
CCn1c(-c2csc3ccccc23)n[nH]c1=S	-7%	-5%	0%	12%	-12%	-11%	u	-4%[10 µM]
CCOC(=O)c1c(NC(=O)COC)sc(C(C)=O)c1C	-3%	-3%	8%	6%	9%	-5%	-3%	-1%[1.9 µM]
COc1ccc(F)cc1S(=O)(=O)NC1CCCC1	-4%	-4%	8%	19%	2%	-5%	10%	-7%
O=C(c1nc2ccccc2s1)N1CCSCC1	3%	3%	10%	-24%	8%	3%	-1%	-28%[0.074 µM]
COc1cc(OC)cc(C(=O)N/N=C2/SCC(=O)N2Cc2ccco2)c1	0%	1%	x	2%	-3%	1%	7%	u
COc1cc(-c2nnn(CC#N)n2)ccc1OCc1ccccc1	-18%	-10%	19%	-4%	-12%	u	6%	-35%
O=C(Nc1ccc(O)c2c(=O)cc(-c3ccccc3Cl)oc12)c1cccc(Cl)c1	-15%	u	-5%	-3%	3%	-8%	9%	x
COc1ccc(C(=O)C[n+]2cccc(C)c2)cc1	-1%	2%	-4%	27%	6%	-5%	-5%	-8%[10 µM]
COc1cccc(CCc2nnc(CCC(=O)N3CCN(Cc4ccccn4)CC3)o2)c1	3%	-2%	x	34%[9.22 µM]	u	-12%	8.9µM*	-5%[10 µM]

These rows are one share of the data. The share of hits here may be higher or lower than overall.
